RGS4-Gao reg = modulators of RGS4 binding to Galphao, primary screen, biochemical, multiplexed bead flow cytometry | binding response (% of control), % at 10 µM | Guanine nucleotide-binding protein G(o) subunit alpha (Homo sapiens), P09471 | 220,000 tested, 0.33% active | actives lie on both sides; in the data active means binding response below about 49% or above about 150%; inactive means in between;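 further: fluorescent Galphao activated with aluminum fluoride binding bead-coupled RGS4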
Bim-Bcl-XL = inhibitors of Bim-Bcl-XL binding, primary screen, biochemical, multiplexed, bead flow cytometry, human Bcl-XL; 190,000 tested, 0.04% active; Bim peptide-Bcl-XL binding, fluorescence; inhibition, % at 10 µM; AID 1007, 2008; Bcl-2-like protein 1 (Homo sapiens), Q07817
Target sequence (Q07817 whole entry, looked up): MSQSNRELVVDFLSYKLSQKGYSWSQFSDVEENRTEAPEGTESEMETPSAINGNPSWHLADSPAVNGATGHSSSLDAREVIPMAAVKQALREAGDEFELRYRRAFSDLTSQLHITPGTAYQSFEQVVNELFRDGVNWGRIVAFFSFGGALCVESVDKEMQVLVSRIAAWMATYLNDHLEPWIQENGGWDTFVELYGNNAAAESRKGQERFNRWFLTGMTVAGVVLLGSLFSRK
Bfl-1 Bim block = inhibitors of Bim binding to Bfl-1, primary screen, biochemical, multiplexed, bead-based flow cytometry | Bcl-2-related protein A1 (Homo sapiens), Q16548 | Bim-Bfl-1 binding inhibition | inhibition, % at 10 µM | 190,000 tested, 0.12% active | AID 1008, 2008;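 further: 0% = wells without compound plus tracer and 100% = blocker peptide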
Bcl-B Bim block = inhibitors of Bim-Bcl-B binding, primary screen, biochemical, multiplexed, human Bcl-2 family | Bcl-2-like protein 10 (Homo sapiens), Q9HD36 | bead-based flow cytometry, Bim peptide-Bcl-B binding | inhibition, % at 10 µM | 190,000 tested, 0.073% active;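 further: 0% = tracer peptide without compound and 100% = reference inhibitor peptide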
Target sequence (Q9HD36 whole entry, looked up): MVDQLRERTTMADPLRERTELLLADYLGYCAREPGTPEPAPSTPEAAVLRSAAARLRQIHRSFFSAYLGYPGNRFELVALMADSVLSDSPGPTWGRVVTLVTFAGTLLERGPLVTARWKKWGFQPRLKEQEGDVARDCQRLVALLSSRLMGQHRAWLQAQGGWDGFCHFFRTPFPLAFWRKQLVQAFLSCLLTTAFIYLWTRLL
Bcl-2 Bim block = inhibitors of Bim-Bcl-2 binding, primary screen, biochemical, multiplexed, human Bcl-2 family; Apoptosis regulator Bcl-2 (Homo sapiens), P10415; Bead-based flow cytometry, Bim peptide-Bcl-2 binding; inhibition, % at 10 µM; 190,000 tested, 0.06% active; AID 950, 2007; in the data active means inhibition above about 40%; inconclusive means no clear call, values can overlap the other calls;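 further: 0% = no compound wells with probe peptide and 100% = reference peptide inhibitor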
Target sequence (P10415 whole entry, looked up): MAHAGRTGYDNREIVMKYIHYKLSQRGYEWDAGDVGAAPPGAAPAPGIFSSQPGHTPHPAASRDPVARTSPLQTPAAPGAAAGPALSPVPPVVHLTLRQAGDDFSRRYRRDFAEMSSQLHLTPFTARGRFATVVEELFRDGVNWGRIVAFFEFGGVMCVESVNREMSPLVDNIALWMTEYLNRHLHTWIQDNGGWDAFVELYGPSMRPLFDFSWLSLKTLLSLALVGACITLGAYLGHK
Mcl-1 Bim block = inhibitors of Bim peptide binding to Mcl-1, primary screen, biochemical, bead-based flow cytometry, multiplex; Induced myeloid leukemia cell differentiation protein Mcl-1 (Homo sapiens), Q07820; Bim peptide-Mcl-1 binding; inhibition, % at 10 µM; 190,000 tested, 0.1% active;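 further: 0% = no compound tracer wells and 100% = peptide blocker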
Target sequence (Q07820 whole entry, looked up): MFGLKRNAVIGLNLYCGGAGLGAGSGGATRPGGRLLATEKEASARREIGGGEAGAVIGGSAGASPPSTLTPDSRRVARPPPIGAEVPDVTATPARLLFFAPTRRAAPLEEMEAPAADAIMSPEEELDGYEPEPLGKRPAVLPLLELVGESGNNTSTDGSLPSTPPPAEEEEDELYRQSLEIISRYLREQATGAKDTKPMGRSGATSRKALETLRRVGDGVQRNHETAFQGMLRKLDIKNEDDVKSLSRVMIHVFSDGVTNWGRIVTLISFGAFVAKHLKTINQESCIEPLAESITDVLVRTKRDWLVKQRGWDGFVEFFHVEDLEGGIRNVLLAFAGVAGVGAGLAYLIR
GSH bead fluor = compound fluorescence on glutathione beads, profiling panel, artefact control, biophysical, 488/530 nm, flow cytometry; GSH beads flow cytometry, compound fluorescence 488/530 nm; active compounds read high; fluorescence (KMESF) at 10 µM; 190,000 tested, 0.25% active; AID 1776, 2009; in the data active means fluorescence above about 89;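 further: glutathione beads carrying GST-tagged Bcl family fusion proteins plus one bare bead set; values are compound well signal with DMSO vehicle wells as background; inactives centre near 16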
Mcl1-Bid inh = Mcl-1/Bid binding inhibitors, primary screen, biochemical, TR-FRET, 1536-well. Induced myeloid leukemia cell differentiation protein Mcl-1 (Homo sapiens), Q07820. TR-FRET Mcl-1/Bid-Dy647 peptide binding. inhibition, % at 21.7 µM. 220,000 tested, 0.97% active;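 active means compounds that cut the binding signal by more than half at the single screening dose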;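 further: His-tagged Mcl-1 with europium anti-His antibody binding Bid BH3 peptide; 0% = Mcl-1 plus peptide wells and 100% = peptide-only wells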
RGS8-Gao reg = RGS8-Galphao binding modulators, primary screen, biochemical, multiplexed bead flow cytometry. AID 1423, 2008. Guanine nucleotide-binding protein G(o) subunit alpha (Homo sapiens), P09471. response (percent of control binding), % at 10 µM. 220,000 tested, 0.34% active. actives lie on both sides; in the data active means response below about 60% or above about 140%; inactive means in between;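 further: Galphao activated as the GDP aluminium fluoride complex binding bead-coupled RGS8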
Bcl-W Bim block = inhibitors of Bim binding to Bcl-W, primary screen, biochemical, multiplexed, bead-based flow cytometry; Bcl-2-like protein 2 (Homo sapiens), Q92843; Bim peptide-Bcl-W binding; inhibition, % at 10 µM; 190,000 tested, 0.02% active; AID 952, 2007;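 further: 0% = bound tracer without compound and 100% = peptide blocker; higher means less fluorescent Bim peptide bound to Bcl-W beads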
RGS7-Gao reg = RGS7-Galphao binding modulators, primary screen, biochemical, multiplexed bead flow cytometry. Guanine nucleotide-binding protein G(o) subunit alpha (Homo sapiens), P09471. actives lie on both sides. binding response (% of control), % at 10 µM. 220,000 tested, 0.35% active. AID 1439, 2008; in the data active means binding response below about 49% or above about 150%; inconclusive means no clear call, values can overlap the other calls; inactive means in between;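 further: fluorescent Galphao held in activated GDP-AlF4 state binding bead-coupled RGS7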
Active calls of the source: *. Unless noted, no stated cut-off is given here; in the data, active means inhibition above about 40%.

For CCCCN(C(=O)NC(=O)C1=C(N2CCOCC2)/C(=C/c2ccccc2)CC1)S(C)(=O)=O the results were RGS4-Gao reg 99, Bim-Bcl-XL 0, Bfl-1 Bim block -2, Bcl-B Bim block -4, Bcl-2 Bim block -3, Mcl-1 Bim block 2, GSH bead fluor 11, Mcl1-Bid inh -5, RGS8-Gao reg 101, Bcl-W Bim block 4 and RGS7-Gao reg 99.
`COC(=O)C1CC(c2c(OC)cc(OC)cc2OC)=NO1` (configuration not stated) gave RGS4-Gao reg 102, Bim-Bcl-XL -7, Bfl-1 Bim block -2, Bcl-B Bim block -5, Bcl-2 Bim block -3, Mcl-1 Bim block -5, GSH bead fluor 15, Mcl1-Bid inh -15, RGS8-Gao reg 94, Bcl-W Bim block -6 and RGS7-Gao reg 104.
Screening COc1cc(NC(=O)CSc2nncn2C)c(C)cc1[N+](=O)[O-] returned RGS4-Gao reg 98, Bim-Bcl-XL 2, Bfl-1 Bim block 1, Bcl-B Bim block 0, Bcl-2 Bim block 1, Mcl-1 Bim block 3, GSH bead fluor 23, Mcl1-Bid inh -18, RGS8-Gao reg 102, Bcl-W Bim block 3 and RGS7-Gao reg 100.
`CCOc1ccc(-n2c(C)cc(C(=O)NS(=O)(=O)c3ccc(C)cc3)c2C)cc1` gave RGS4-Gao reg 103, Bim-Bcl-XL -3, Bfl-1 Bim block -1, Bcl-B Bim block -2, Bcl-2 Bim block -4, Mcl-1 Bim block -2, GSH bead fluor 13, Mcl1-Bid inh -18, RGS8-Gao reg 98, Bcl-W Bim block 0 and RGS7-Gao reg 99.
For N#Cc1c(/N=C/c2ccccc2)oc(-c2ccccc2)c1-c1ccccc1 the results were RGS4-Gao reg 100, Bim-Bcl-XL 8, Bfl-1 Bim block 5, Bcl-B Bim block -30, Bcl-2 Bim block 14, Mcl-1 Bim block 2, GSH bead fluor 13, Mcl1-Bid inh -23, RGS8-Gao reg 102, Bcl-W Bim block 0 and RGS7-Gao reg 104.
CCN1c2ccccc2-c2nc3ccccc3n2C1c1cccnc1 (configuration not stated) was read as RGS4-Gao reg 106, Bim-Bcl-XL 1, Bfl-1 Bim block -10, Bcl-B Bim block 0, Bcl-2 Bim block -1, Mcl-1 Bim block 4, GSH bead fluor 17, Mcl1-Bid inh -9, RGS8-Gao reg 103, Bcl-W Bim block 2 and RGS7-Gao reg 103.
`COc1cc2c(cc1NC(=O)COC(=O)C1CC(=O)N(Cc3ccco3)C1)oc1ccccc12` (configuration not stated) gave RGS4-Gao reg 95, Bim-Bcl-XL -2, Bfl-1 Bim block 1, Bcl-B Bim block 2, Bcl-2 Bim block 0, Mcl-1 Bim block 0, GSH bead fluor 19, Mcl1-Bid inh -11, RGS8-Gao reg 94, Bcl-W Bim block 2 and RGS7-Gao reg 94.
Screening CCOC(=O)c1oc2ccccc2c1NC(=O)c1ccc(Cl)s1 returned RGS4-Gao reg 101, Bim-Bcl-XL -2, Bfl-1 Bim block -10, Bcl-B Bim block -1, Bcl-2 Bim block -8, Mcl-1 Bim block 1, GSH bead fluor 17, Mcl1-Bid inh -23, RGS8-Gao reg 98, Bcl-W Bim block 0 and RGS7-Gao reg 101.
`COc1ccc(-c2cc(-c3ccccc3)c(C#N)c(S(C)(=O)=O)n2)cc1` gave RGS4-Gao reg 102, Bim-Bcl-XL -2, Bfl-1 Bim block -10, Bcl-B Bim block -6, Bcl-2 Bim block -8, Mcl-1 Bim block 0, GSH bead fluor 11, Mcl1-Bid inh -9, RGS8-Gao reg 99, Bcl-W Bim block 1 and RGS7-Gao reg 104.
`O=S(=O)(Nc1cccc(-c2cn3cccnc3n2)c1)c1ccc(F)cc1` gave RGS4-Gao reg 98, Bim-Bcl-XL 4, Bfl-1 Bim block 0, Bcl-B Bim block 6, Bcl-2 Bim block 0, Mcl-1 Bim block 4, GSH bead fluor 2, Mcl1-Bid inh -3, RGS8-Gao reg 101, Bcl-W Bim block 4 and RGS7-Gao reg 99.
CCC1=NN(C(=O)Cc2ccc([N+](=O)[O-])cc2)C(O)(c2ccc(Br)cc2)C1 (configuration not stated) was read as RGS4-Gao reg 99, Bim-Bcl-XL -1, Bfl-1 Bim block 1, Bcl-B Bim block -2, Bcl-2 Bim block 1, Mcl-1 Bim block 0, GSH bead fluor 6, Mcl1-Bid inh 5, RGS8-Gao reg 99, Bcl-W Bim block 0 and RGS7-Gao reg 97.
CCN(CC)Cc1oc(CO)cc(=O)c1O was read as RGS4-Gao reg 102, Bim-Bcl-XL -1, Bfl-1 Bim block -7, Bcl-B Bim block -2, Bcl-2 Bim block 0, Mcl-1 Bim block -1, GSH bead fluor 12, Mcl1-Bid inh -117, RGS8-Gao reg 101, Bcl-W Bim block -1 and RGS7-Gao reg 101.
`O=C(c1ccncc1)c1nccn1-c1ccccn1` gave RGS4-Gao reg 100, Bim-Bcl-XL -6, Bfl-1 Bim block -9, Bcl-B Bim block -3, Bcl-2 Bim block -7, Mcl-1 Bim block -1, GSH bead fluor 27, Mcl1-Bid inh -6, RGS8-Gao reg 99, Bcl-W Bim block 1 and RGS7-Gao reg 106.
For O=C(N/N=C/c1ccco1)C1COc2ccccc2O1 (configuration not stated) the results were RGS4-Gao reg 101, Bim-Bcl-XL -5, Bfl-1 Bim block -6, Bcl-B Bim block -8, Bcl-2 Bim block -8, Mcl-1 Bim block -1, GSH bead fluor 12, Mcl1-Bid inh -1, RGS8-Gao reg 101, Bcl-W Bim block -1 and RGS7-Gao reg 104.
CC(OC(=O)Cc1coc2cc3c(cc12)CCC3)C(=O)NCc1ccc2c(c1)OCO2 (configuration not stated) was read as RGS4-Gao reg 98, Bim-Bcl-XL -6, Bfl-1 Bim block -19, Bcl-B Bim block -8, Bcl-2 Bim block -14, Mcl-1 Bim block -2, GSH bead fluor 27, Mcl1-Bid inh 3, RGS8-Gao reg 101, Bcl-W Bim block -2 and RGS7-Gao reg 99.
`CC(C)(C)SCCNS(=O)(=O)c1ccc(Cl)cc1` gave RGS4-Gao reg 101, Bim-Bcl-XL 0, Bfl-1 Bim block -4, Bcl-B Bim block -3, Bcl-2 Bim block -2, Mcl-1 Bim block -1, GSH bead fluor 18, Mcl1-Bid inh -16, RGS8-Gao reg 102, Bcl-W Bim block 0 and RGS7-Gao reg 106.
Screening CCCCCCCCN1C(=O)N(C)C(N(O)C(=O)NC)C1(C)C (configuration not stated) returned RGS4-Gao reg 102, Bim-Bcl-XL 0, Bfl-1 Bim block 0, Bcl-B Bim block 0, Bcl-2 Bim block 0, Mcl-1 Bim block -1, GSH bead fluor 23, Mcl1-Bid inh -24, RGS8-Gao reg 98, Bcl-W Bim block -1 and RGS7-Gao reg 104.
For CCO[C@H]1OC(C(=O)N2CCN(Cc3ccc4c(c3)OCO4)CC2)=C[C@@H](c2ccc3c(c2)OCO3)[C@@H]1CCCO the results were RGS4-Gao reg 111, Bim-Bcl-XL -1, Bfl-1 Bim block -2, Bcl-B Bim block -1, Bcl-2 Bim block 0, Mcl-1 Bim block -1, GSH bead fluor 21, Mcl1-Bid inh -4, RGS8-Gao reg 114, Bcl-W Bim block -1 and RGS7-Gao reg 117.
Screening COc1ccc(/C=N/NC(=O)c2ccc(CSc3nc(C)cc(C)n3)cc2)cc1O returned RGS4-Gao reg 98, Bim-Bcl-XL -6, Bfl-1 Bim block -7, Bcl-B Bim block -7, Bcl-2 Bim block -4, Mcl-1 Bim block -1, GSH bead fluor 11, Mcl1-Bid inh -26, RGS8-Gao reg 101, Bcl-W Bim block -4 and RGS7-Gao reg 104.
For CCCc1cc(C(=O)Nc2cccnc2)no1 the results were RGS4-Gao reg 108, Bim-Bcl-XL -1, Bfl-1 Bim block -9, Bcl-B Bim block -5, Bcl-2 Bim block -8, Mcl-1 Bim block 1, GSH bead fluor 26, Mcl1-Bid inh -17, RGS8-Gao reg 106, Bcl-W Bim block 0 and RGS7-Gao reg 109.
`CCc1[nH]c(=O)c(C#N)c2c1CCCC2` gave RGS4-Gao reg 99, Bim-Bcl-XL 0, Bfl-1 Bim block 0, Bcl-B Bim block -3, Bcl-2 Bim block -2, Mcl-1 Bim block 0, GSH bead fluor 22, Mcl1-Bid inh -11, RGS8-Gao reg 103, Bcl-W Bim block -3 and RGS7-Gao reg 96.
For Cc1cc2nc(-c3cccnc3SCC(=O)NC3CC3)[nH]c2cc1C the results were RGS4-Gao reg 98, Bim-Bcl-XL 0, Bfl-1 Bim block -3, Bcl-B Bim block -4, Bcl-2 Bim block 1, Mcl-1 Bim block 0, GSH bead fluor 15, Mcl1-Bid inh -6, RGS8-Gao reg 100, Bcl-W Bim block 2 and RGS7-Gao reg inconclusive.
For COc1cc(C2Nc3ccccc3C(=O)N2c2ccccc2)c(Br)cc1OCC(=O)O (configuration not stated) the results were RGS4-Gao reg 99, Bim-Bcl-XL -8, Bfl-1 Bim block -2, Bcl-B Bim block -3, Bcl-2 Bim block -3, Mcl-1 Bim block -3, GSH bead fluor 12, Mcl1-Bid inh -61, RGS8-Gao reg 101, Bcl-W Bim block -3 and RGS7-Gao reg 99.

Some of these compounds in order of count of non-hydrogen atoms, rising.
For CCCc1cc(C(=O)Nc2cccnc2)no1 the results were RGS4-Gao reg 108, Bim-Bcl-XL -1, Bfl-1 Bim block -9, Bcl-B Bim block -5, Bcl-2 Bim block -8, Mcl-1 Bim block 1, GSH bead fluor 26, Mcl1-Bid inh -17, RGS8-Gao reg 106, Bcl-W Bim block 0 and RGS7-Gao reg 109.
For Cc1cc2nc(-c3cccnc3SCC(=O)NC3CC3)[nH]c2cc1C the results were RGS4-Gao reg 98, Bim-Bcl-XL 0, Bfl-1 Bim block -3, Bcl-B Bim block -4, Bcl-2 Bim block 1, Mcl-1 Bim block 0, GSH bead fluor 15, Mcl1-Bid inh -6, RGS8-Gao reg 100, Bcl-W Bim block 2 and RGS7-Gao reg inconclusive.
For COc1cc(C2Nc3ccccc3C(=O)N2c2ccccc2)c(Br)cc1OCC(=O)O (configuration not stated) the results were RGS4-Gao reg 99, Bim-Bcl-XL -8, Bfl-1 Bim block -2, Bcl-B Bim block -3, Bcl-2 Bim block -3, Mcl-1 Bim block -3, GSH bead fluor 12, Mcl1-Bid inh -61, RGS8-Gao reg 101, Bcl-W Bim block -3 and RGS7-Gao reg 99.

Screens deposited in PubChem by several laboratories.
